Bioassay records (PubChem)
ASAP1 inh: blocks human ASAP1-stimulated Arf1 GTP hydrolysis; Q9ULH1; inhibition, % at 16.5 µM; 360,000 tested, 0.19% active; GDP FP detection; in the data active = inhibition above about 25%;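 also: 0% = vehicle with enzyme and substrate and 100% = no enzyme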
ARFGAP1 inh: inhibits rat ARF GTPase activating protein 1; inhibition, % at 16.5 µM; AID 651572; Arfgap1-stimulated ARF1 GTP hydrolysis, GDP FP detection; Q62848; 360,000 tested, 0.26% active;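 active = inhibition above a per-plate limit, mean inhibition of low control wells plus 3 SD, cut at about 25% in these data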;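 also: 0% = DMSO wells with enzyme and 100% = wells lacking Arfgap1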
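Material: rat Arfgap1 catalytic domain, aa 1-136; also added: human ARF1(Δ1-17)-GTP substrate; compound dosing: one concentration, 16.5 µM, DMSO 1.26%; incubation: GTP hydrolysis reaction 2 h at 25 °C; measured by: Tracer-displacement fluorescence polarization with EDTA stop, 620/688 nm; evaluation: % inhibition from polarization; repeats: one replicate per compound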
DDE Tn6 FP inh: inhibitors of Tn6 peptide binding to human fibrin DD(E); P02675; Fibrin DD(E) TRITC-Tn6 fluorescence polarization displacement; inhibition, % at 8.3 µM; 370,000 tested, 0.21% active; AID 720509;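 active = inhibition above a per-campaign cutoff: mean of compounds within control limits plus 3 SD, cut at about 15% in these data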;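 also: 0% = median of all compound wells on the plate and 100% = blocking peptide control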
Tn7 DDE FP: disrupts Tn7 cyclic peptide binding to fibrin D-Dimer-E complex; P02675; FP displacement of FITC-Tn7 peptide from fibrin DD(E); 0% = median of compound wells per plate; inhibition, % at 8.3 µM; 370,000 tested, 0.13% active; AID 720508;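 active = inhibition above the mean of compounds falling within the control limits plus 3 SD of them, cut at about 14% in these data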;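 also: 0% = plate median of compound wells and 100% = 10 µM Aha-Tn7 peptide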
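Assay system: Human fibrin DD(E) protein | Medium: Tris buffer with calcium and detergent, pH 7.8 | Reagent: 0.1 µM fluorescent Tn7 | Compound dosing: Single point at 8.3 µM | Times: 10 min preincubation, 3 h with tracer, room temperature | Detection: Fluorescence polarization of the labelled Tn7 tracer | Controls: Aha-Tn7 high control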
KLK7 zymogen act: activators of human kallikrein-7 zymogen; purified proKLK7, EDANS-DABCYL substrate fluorescence; 100% is mature enzyme control, 0% vehicle; activation, % at 7 µM; 370,000 tested, 0.9% active; AID 652039;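 active = activation above the mean of all tested compounds plus 3 SD, computed per campaign excluding outliers beyond control limits, cut at about 13% in these data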
ADAM17 inh: ADAM17 inhibition, QFRET primary screen. recombinant ADAM17, EDANS/DABCYL FRET peptide cleavage. P78536. AID 720648. inhibition, % at 6.95 µM. 370,000 tested, 0.83% active;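 active = inhibition above the mean of compounds lying between control limits plus 3 SD, set per campaign, cut at about 8.5% in these data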;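 also: 0% = DMSO-only wells as the low control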
PLCg1 inh: blocks human PLC-gamma1 enzyme activity. AID 720700. inhibition, % at 12.2 µM. purified PLC-gamma1, fluorogenic substrate, fluorescence. 370,000 tested, 0.84% active. P19174; in the data active = inhibition above about 9.5%
TDP2 inh: TDP2 (human) inhibition, absorbance primary screen. O95551. recombinant TDP2, T5PNP hydrolysis, p-nitrophenol absorbance 415 nm. inhibition, % at 12.8 µM. 370,000 tested, 0.34% active;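 active = inhibition above the mean of all tested compounds plus 3 SD, set per campaign, cut at about 25% in these data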;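 also: 0% = DMSO with enzyme and 100% = buffer with substrate but no TDP2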
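Material: recombinant human TDP2; quantity: TDP2 enzyme at 120 nM final; medium: Tris-HCl pH 7.5 with MgCl2; compound: single concentration, 12.8 µM nominal, with 1% DMSO; incubation: 2 h enzyme incubation at 37 °C; signal: epi absorbance; measure: percent inhibition; benchmarks: high control without enzyme, low control DMSO plus TDP2; repeats: singlicate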
ADAM10 inh: ADAM10 inhibition, QFRET primary screen. 370,000 tested, 0.62% active. O14672. inhibition, % at 7 µM. recombinant ADAM10, EDANS/DABCYL FRET peptide cleavage, 3 h;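 active = inhibition above a per-campaign cutoff equal to the mean of compounds falling between control-based bounds plus 3 SD, cut at about 20% in these data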;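 also: 0% = DMSO wells while the 100% control is not disclosed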
LEDGF integ inh: blocks HIV-1 LEDGF/p75-dependent DNA integration | TR-FRET IN-LEDGF/p75 DNA integration, Eu/Cy5 | inhibition, % at 3.7 µM | 370,000 tested, 0.64% active;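 active = inhibition above the screen-wide mean plus 3 SD, cut at about 13% in these data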;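 also: signal is the Cy5 over europium emission ratio at 671 and 618 nm; 0% = plate median of compound wells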
The depositor's hits bear a star; i = inactive; . = not tested or not shown.

Compound	ASAP1 inh	ARFGAP1 inh	DDE Tn6 FP inh	Tn7 DDE FP	KLK7 zymogen act	ADAM17 inh	PLCg1 inh	TDP2 inh	ADAM10 inh	LEDGF integ inh
CC(C)=CCc1c(O)cc2c(c1O)C(=O)CC(c1ccccc1)O2 (centres undefined)	11	-3	3	2	0.2	3	4	-13	17	4
COc1ccc(C2(C)NC(=O)N(CC(=O)Nc3ccc(C)cc3Br)C2=O)cc1OC (centres undefined)	-13	4	-8	-2	-0.1	0	0	-16	-7	-3
CC(C)CC1NC(=O)c2cc3ccccc3cc2-n2c1nc1ccc(F)cc1c2=O (centres undefined)	0	-11	-1	1	0.3	-2	1	1	-6	-1
Cc1cc(C(=O)NC(C)C)on1	3	-10	0	9	-0.1	-7	0	1	-9	-1
COc1ccc(NCC(=O)N/N=C2\CCCC(C)C2)cc1 (centres undefined)	-1	-16	1	3	-0.4	1	0	4	5	0
N#CCSc1nnc(-c2ccc(F)cc2)n1N	3	9	-2	-2	-0.2	-2	1	16	-1	1
Cc1cc(C)c(C(=O)N2CCCC(N3CCN(c4ccc(F)cc4)CC3)C2)o1 (centres undefined)	-1	-6	-4	1	0.1	-4	1	-1	-1	1
CSCCCNc1nc(C)nc2c1nnn2Cc1ccccc1	.	.	3	-5	0.1	-2	5	-9	3	3
CN[C@H]1C[C@H]2c3[nH]c4cccc(-c5ccc6c(c5)OCO6)c4c3CCN2C[C@H]1[C@H](C)O	.	.	3	1	-0.6	-15	-28	4	-49	-3
CCOC(=O)c1sc2nc(C)nc(NCc3cccnc3)c2c1C	9	10	4	-3	0.1	-81	-7	-10	-223	1
Cc1cc(C)cc(NC(=O)C2C3C=CC(O3)C2C(=O)O)c1 (centres undefined)	19	-9	5	8	0.0	-1	-2	2	1	-2
C[C@H]1C2CC(OC(=O)Nc3ccc(F)cc3)C(C2)[C@H]2CCCCN21 (some centres undefined)	.	.	-1	10	0.0	-9	3	6	-16	-1
O=C(NCCc1ccccc1)C1CCCN(c2ncnc3c2nc2n3CCCCC2)C1 (centres undefined)	-4	-3	-2	4	-0.1	-1	-1	19	3	3
O=C(CSc1ccc2c(c1)OCCO2)NCCc1ccc(Cl)cc1Cl	-1	14	-16	1	-0.1	3	5	-1	12	3
CCN(CC)S(=O)(=O)c1cc(C(=O)Nc2cccnc2Cl)ccc1Cl	9	-3	4	-6	0.5	0	-2	2	-3	2
Cc1cc(NC(=O)/C=C/c2ccccc2Cl)n(-c2nc3ccccc3[nH]2)n1	12	8	-9	2	-0.4	-3	3	12	-2	-1
CN(C)CCSc1nc(-c2ccccc2)nc2c1CCCC2	1	4	0	2	0.0	2	3	10	6	2
CCOC(=O)C1=CN(CC)S(=O)(=O)NC1CCc1ccccc1 (centres undefined)	8	-12	3	0	0.5	3	-3	6	-2	2
C=CCn1c(CNC(=O)c2cccs2)nnc1SCC(=O)Nc1ccc(C(=O)O)cc1	12	4	-1	-6	0.0	1	5	-7	10	1
CN(C(=O)c1cccc(NC(=O)Cc2cccc(NC(=O)C3CCN(C(=O)C4CCCCC4)CC3)c2)c1)C1CCC1	12	5	-1	6	0.4	-3	4	1	2	2
COc1ccc(-n2c(SCC(=O)Nc3ccccc3)nc3c(c2=O)SCC3)cc1	10	-2	2	-5	0.5	-2	0	-10	-9	-5
COc1ccc(Oc2nc3ccccc3n3cccc23)cc1	7	11	3	-2	-0.4	-4	-2	6	4	-4
O=C1S/C(=C\c2ccc(O)c([N+](=O)[O-])c2)C(=O)N1Cc1cccc([N+](=O)[O-])c1	-5	-7	-7	-8	-0.2	2	-2	2	-14	3
CC(=O)c1c(C)[nH]c(C(=O)NCc2ccccc2F)c1C	10	2	2	-9	0.0	1	3	-15	-6	2
Cc1cccc(C2NS(=O)(=O)N=C2N)c1 (centres undefined)	12	5	-6	0	0.5	-6	0	8	-10	-4

As a working copy, 2 of the compounds above:
Compound	ASAP1 inh	ARFGAP1 inh	DDE Tn6 FP inh	Tn7 DDE FP	KLK7 zymogen act	ADAM17 inh	PLCg1 inh	TDP2 inh	ADAM10 inh	LEDGF integ inh
CC(=O)c1c(C)[nH]c(C(=O)NCc2ccccc2F)c1C	10	2	2	-9	0.0	1	3	-15	-6	2
Cc1cccc(C2NS(=O)(=O)N=C2N)c1 (centres undefined)	12	5	-6	0	0.5	-6	0	8	-10	-4

New compounds follow:
Compound	ASAP1 inh	ARFGAP1 inh	DDE Tn6 FP inh	Tn7 DDE FP	KLK7 zymogen act	ADAM17 inh	PLCg1 inh	TDP2 inh	ADAM10 inh	LEDGF integ inh
COc1cccc(NC(=O)C2(C)CCN2C(=O)CC2CC2)c1 (centres undefined)	-6	-4	-1	8	0.3	-2	-2	2	-7	-4
Cc1ccnc(NS(=O)(=O)c2ccccc2)n1	-4	-11	6	3	0.1	-3	0	10	2	-2
CCC(Cc1ccccc1)NC(=O)C1CC1 (centres undefined)	-10	-5	0	2	-0.6	0	2	5	8	1
CCOC(=O)C1CCN(C(=O)CSc2nnc(-c3ccco3)n2-c2ccccc2)CC1	4	3	-2	-3	-0.1	-5	0	-2	-6	-1
O=S(=O)(c1ccccc1)N1CCC(O)(CSc2ccccc2)CC1	-2	-1	4	3	0.0	-5	1	7	-4	-3
Cc1ccc(C(C)(C)C)c(OCCOCCN2CCCC2)c1	-7	2	-4	-2	-0.1	0	5	8	1	0
Cc1nn(-c2cc(N3CCCCCC3)ccc2[N+](=O)[O-])c(=O)c2ccccc12	-7	-5	0	5	-0.1	-4	2	10	5	-5
CC[C@]1(C(=O)OC)[C@H]2C(=O)N(C)C(=O)[C@H]2[C@H]2CN=C(SCc3ccc(C(=O)OC)cc3)N21	6	-6	7	9	-0.2	0	-1	-4	0	4
O=C(c1ccco1)N1CCN(Cc2cccnc2)CC1	7	10	2	6	0.5	-2	-3	3	6	-1
Cc1cc(C)cc(NC(=O)CSc2n[nH]c(-c3cccnc3)n2)c1	-10	12	2	-1	-0.2	-3	1	-1	2	-1
COC(=O)C1=C(C)N(C)C(=O)NC1c1c(OC)ccc2ccccc12 (centres undefined)	0	9	-4	-6	0.0	2	-1	-1	1	4
Cc1ccc2c(c1)N(CC(=O)NCCCN1CCCCC1)C(=O)c1cccnc1O2	-7	3	-7	-5	-0.2	2	1	8	-1	3
COc1ccc(S(=O)(=O)N2CCn3c2nc2ccccc23)cc1	-1	-4	3	-3	0.2	0	6	3	3	1
NS(=O)(=O)c1cccc(NC(=O)COC(=O)CCC(=O)c2cccs2)c1	10	6	3	-8	0.7	-4	-1	4	0	3
O=C(c1ccc2c(=O)n3c(nc2c1)CCCCC3)N1CCc2ccccc21	2	5	-1	-7	0.0	0	-1	5	1	1
Cc1cccc(S(=O)(=O)Nc2nc3ccccc3nc2NCC2CCCO2)c1 (centres undefined)	-4	1	1	12	3.8	-31	-63	-17	-89	-7
Cc1nnc(SCC(=O)c2ccc(C(C)C)cc2)s1	2	14	2	2	0.5	-4	0	-2	-4	-6
CN(C)c1cccc(C(=O)NCC(c2ccco2)N(C)C)c1 (centres undefined)	3	-3	-3	-8	0.8	-14	-56	-12	-28	8
O=C(Cn1ccc2ccccc2c1=O)NCCC(=O)Nc1cccnc1	11	1	0	-2	1.1	-6	0	-5	-15	1
C/C(=N\NC(=O)CNC(=O)c1cccc(F)c1)c1ccc2ccccc2c1	6	3	3	7	-2.6	-7	0	-6	-14	-2
CSC(=S)N/N=C(\C)c1ccc(Br)cc1	4	4	8	-6	0.0	4	5	-12	2	0
C=C(C)c1nc2cc(OC)c(OC)cc2c(=O)o1	-12	-9	4	2	-0.6	-4	-3	-1	4	-2
Cc1ccccc1CN1N=C(/C=C/c2ccccc2)CCC1=O	-3	-3	-6	0	-0.1	2	3	-8	17	-2
CCOC(=O)C1CCN(C(=O)C(=O)Nc2ccc3nc4n(c(=O)c3c2)CCCCC4)CC1	8	3	1	-5	0.7	-2	0	-7	-14	-3
O=S(=O)(Nc1ccc2c(c1)OCO2)c1cccs1	3	2	0	-5	-0.1	1	3	-1	2	2
O=C(c1ccccc1-c1nc2ccccc2[nH]1)N1CCCCC1	2	8	-1	6	0.9	-5	-25	1	2	-4
COc1ccc(-c2cc(=Nc3ccc(C(=O)O)cc3)c3cc(C)ccc3o2)cc1	-4	-10	-1	-8	-5.9	-386	-74	-11	i	2
CC(=O)N1c2c(cc(Br)cc2S(=O)(=O)N2CCCCC2)CC1C (centres undefined)	3	4	2	-3	-0.5	1	1	16	-13	0
C[C@@H]1CN([C@@H](C)CO)C(=O)CCCn2cc(nn2)CO[C@H]1CN(C)S(C)(=O)=O	-3	12	7	2	0.2	0	2	18	-26	2
CCCc1c(-c2ccc(F)cc2F)ncn1Cc1ccccc1OC	11	1	3	7	0.5	7	6	-13	16	1
CCC(=O)Nc1c(S(=O)(=O)c2ccccc2)c2nc3ccccc3nc2n1C(C)c1ccccc1 (centres undefined)	8	12	-1	-9	-92	-477	-252	-20	i	4
Cc1ccc(C(=O)CSc2nnc(CNc3nc(-c4ccccc4)cs3)n2C)cc1	7	2	1	-7	1.0	8	3	-10	16	-2
O=C(O)C1C2C=CC(C2)C1C(=O)NCCc1ccccc1 (centres undefined)	1	-12	-6	-6	-0.6	0	2	2	-6	-1
O=C(NCCCCCCNC(=O)c1cncc(O)c1)c1cncc(O)c1	11	5	-1	-6	-0.5	-4	2	-12	-2	5
CSC1=NCCN1C(=O)Cc1ccc(-c2ccccc2)cc1	-8	10	-2	-3	-0.2	0	-2	6	1	4
Cc1ccc(C(=O)N/C(=C/c2ccco2)C(=O)N2CCOCC2)cc1	6	10	7	-12	0.8	0	-13	-4	2	-2
CCOc1ccc(NCc2cc3cc(OC)ccc3[nH]c2=O)cc1	8	-12	-1	-5	-3.2	-106	-286	2	-250	11
O=C(N/N=C/c1ccc[nH]1)c1ccccc1O	6	-4	3	2	-0.2	-3	-24	-9	-13	0

Three structures already listed, sorted by SMILES length, rising.
Compound	ASAP1 inh	ARFGAP1 inh	DDE Tn6 FP inh	Tn7 DDE FP	KLK7 zymogen act	ADAM17 inh	PLCg1 inh	TDP2 inh	ADAM10 inh	LEDGF integ inh
O=C(c1ccccc1-c1nc2ccccc2[nH]1)N1CCCCC1	2	8	-1	6	0.9	-5	-25	1	2	-4
O=C(NCCCCCCNC(=O)c1cncc(O)c1)c1cncc(O)c1	11	5	-1	-6	-0.5	-4	2	-12	-2	5
Cc1ccc(C(=O)N/C(=C/c2ccco2)C(=O)N2CCOCC2)cc1	6	10	7	-12	0.8	0	-13	-4	2	-2
